# Compound activity: PubChem, several laboratories
# Anthrax LF inh2: inhibitors of Bacillus anthracis lethal factor protease | P15917 | multiplex microsphere protease cleavage assay, LF | inhibition, % at 10 µM | 360,000 compounds, 0.12% hits; also: plate controls were buffer without enzyme for full effect and enzyme alone for no effect
# BH1578 lux ind: quorum light induction in luxS cqsA deficient V. cholerae | V. cholerae BH1578 lux reporter, luminescence, 6 h | activation, % at 18.7 µM | 350,000 compounds, 0.16% hits | AID 588436; in the data active = activation mostly above about 9.7%, no sharp cut-off; inconclusive = no clear call, values can overlap the other calls; inactive = mostly below about 3.7%; also: not every result past the cut was called active; inactives centre near 0; reference of the scale not given here
# PriA SSB inh: blocks PriA binding to SSB C-terminal tail; AlphaScreen SSBct-PriA binding, biotinylated peptide; inhibition, % at 33 µM; 430,000 compounds, 0.6% hits; in the data active = inhibition mostly above about 37%, no sharp cut-off; inactive = mostly below about 20%;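 also: plate controls were negative control peptide for no effect and reference peptide for full effect; strong numbers were not always called active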
# Y pestis TopoI: inhibitors of Yersinia pestis topoisomerase I. Y. pestis Topo-I cleavage product accumulation, plate reader. activity, % at 10 µM. 360,000 compounds, 0.064% hits. AID 504884; in the data active = activity above about 50%, passing the limit was not always enough; inconclusive = no clear call, values can overlap the other calls; also: inactives centre near 2
# SARS 3CLpro inh: SARS-CoV 3CLpro protease inhibition | recombinant SARS-CoV 3CLpro, quenched FRET peptide cleavage | inhibition, % at 6 µM | 290,000 compounds, 0.14% hits | AID 1706; in the data active = inhibition above about 12%
# TcdB GH inh: blocks C. difficile toxin B glycohydrolase activity; P18177; TcdB glycohydrolase enzymatic assay, plate reader; inhibition, % at 9.99 µM; 350,000 compounds, 0.24% hits; in the data active = inhibition above about 10%
# PfHsp40 rescue: compounds rescuing yeast from Plasmodium falciparum HSP40 toxicity. S. cerevisiae expressing PfHsp40, growth rescue, ATP luminescence. 340,000 compounds, 0.68% hits. AID 504582. growth rescue, % at 12.5 µM; in the data active = growth rescue above about 28%, passing the limit was not always enough; inconclusive = no clear call, values can overlap the other calls;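 also: yeast W303a lacking pdr1 and pdr3 grown in galactose medium; growth measured after three days at 30 °C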
# PrPC surface inh: cell surface PrPC inhibition, primary TR-FRET screen. P04156. TR-FRET read-out. inhibition, % at 13.8 µM. 370,000 compounds, 0.43% hits. AID 720596; in the data active = inhibition above about 24%; also: 0% = median of the test wells and 100% = reference compound wells
# BoNT A protease: inhibitors of Botulinum neurotoxin A light chain protease. multiplex microsphere protease substrate cleavage, flow cytometry. 360,000 compounds, 0.17% hits. inhibition, % at 10 µM; also: plate controls were buffer without enzyme for full effect and enzyme alone for no effect
# The depositor's hits bear a star; i = inactive; u = inconclusive; x = not tested or not shown; & = joins results of further samples. Rule as the data show it, unless noted: active = inhibition above about 30%; inconclusive = no clear call, values can overlap the other calls; inactive = below that. A portion of the library; rates above refer to the full screens.
# Sequence of screens – Anthrax LF inh2	BH1578 lux ind	PriA SSB inh	Y pestis TopoI	SARS 3CLpro inh	TcdB GH inh	PfHsp40 rescue	PrPC surface inh	BoNT A protease
- COc1ccc(/C=N/NC(N)=S)cc1
  -1	i	x	7	-3	1.3	1.1	-5	-0.5
- CC(C)C(=O)Nc1ccc(-c2nc3ncccc3o2)cc1
  -15	-0.5	-19	1	-3	1.3	0.1	-2	1.5
- COc1ccc(CCCc2n[nH]c(=S)n2C)cc1C
  -3	-0.3	-1	-2	0	1.5	-0.6	0	-0.3
- O=C(CSc1nncs1)N1CCN(C(=O)c2ccco2)CC1
  -2	i	-1	2	x	-0.3	-1.9	4	-1.2
- O=C(NCc1ccccc1Cl)[C@H]1CCCN1C(=O)[C@H]1CCCN1
  -2	x	x	x	x	0.0	x	-5	0.2
- C/C(=N\Nc1nc(-c2cc(C)ccc2C)cs1)c1cc2ccccc2oc1=O
  2	i	x	3	2	x	-0.3	2	0.6
- CCN(CC)C(=O)Cn1cc(SCC(=O)Nc2cc(C)on2)c2ccccc21
  -5	2.1	-8	9	2	0.4	-1.1	-8	0.3
- CCOc1ccc(NC(=O)N2CCC(c3nc4ccccc4[nH]3)CC2)cc1
  -10	i	3	4	2	-0.1	0.9	2	-6.3
- COc1ccc(CNC(=O)C2CCC(CNc3c(N4CCOCC4)c(=O)c3=O)CC2)cc1 (stereo unspecified)
  6&1	-0.8&-0.3	-6&-2	-1&-1	-4	0.7&1.4	0.9&0.1	0&5	0.5&-0.4
- Cc1cc2c(=O)n(C)c(SCC(=O)Nc3ccc(F)cc3)nc2s1
  0	-1.6	-6	-3	x	1.5	-0.3	-2	-0.4
- CCOc1cc(C(=O)NCCCNC(=O)c2cc(OCC)c(OCC)c(OCC)c2)cc(OCC)c1OCC
  -2	i	-11	-5	x	0.7	-0.3	-6	-0.1
- Cc1[nH]c(=O)[nH]c(=O)c1/C=N/NC(=O)[C@H](C)N
  -2	-0.4	x	1	-1	0.3	-0.8	6	0.0
- Cc1cccc(CCN2C(Nc3ccccc3)=NC[C@@H]2C)c1
  -7	i	4	6	x	0.4	0.3	-9	-0.4
- Cc1nnc(SCC(=O)NCc2ccco2)n1-c1ccc(F)cc1
  0	-0.3	-2	1	1	x	0.5	-5	-1.3
- Cc1ccc(S(=O)(=O)N(CCC(=O)N2CCOCC2)c2ccccc2)cc1
  3	0.5	4	14	x	4.0	1.0	-5	-0.5
- O=C1CCc2cc(S(=O)(=O)NC(Cc3ccccc3)C(=O)NC3CCCC3)ccc2N1 (stereo unspecified)
  -6	-0.5	-8	5	-6	1.0	-0.8	7	-1.3
- CNS(=O)(=O)c1ccc(-c2ccc(C=C3C(=O)NC(=O)NC3=O)o2)cc1
  -6	-4.5	8	-6	0	1.3	-0.5	1	0.0
- COc1cc(OC)cc(C(=O)NC(C(=O)Nc2ccc3c(c2)OCO3)C(C)C)c1 (stereo unspecified)
  -8	-1.4	-1	12	x	0.7	1.7	9	0.0
- C=CCN(CC=C)C(=O)CCN1CC1C (stereo unspecified)
  -23	-0.8	4	1	x	1.7	0.6	-4	-5.8
- CC1=C(C(=O)OCC2CCCO2)C(c2ccncc2)C2=C(CCCC2=O)N1 (stereo unspecified)
  -2	-0.5	4	-3	-6	x	-0.2	-1	-0.8
- COc1ccccc1C(=O)NCCC(=O)N1CCN(C(=O)c2ccco2)CC1
  -2	0.9	-3	-5	x	0.9	0.3	-4	1.7
- O=C(O)/C=C/c1ccccc1Oc1ccccc1
  8	-7.1	-8	-1	7	x	-1.0	x	0.9
- CCOCCCNC(=O)C(c1ccc(OC)cc1)N(Cc1ccc2c(c1)OCO2)C(=O)c1ccccn1 (stereo unspecified)
  -3	-1.3	12	8	3	-0.5	-0.1	6	0.4
- CC(C)(C)n1nnnc1C(c1cc2cc3c(cc2[nH]c1=O)OCO3)N1CCN(c2ccccc2)CC1 (stereo unspecified)
  -2	i	3	4	-4	x	-1.6	-1	1.5
- C=CCOc1cc(C)nc(-c2ccccc2O)n1
  0	-2.9	-62	-1	-4	x	-0.4	1	-0.4
- Cn1c(CSc2ncn[nH]2)nc2ccccc21
  1	-5.0	-5	0	2	x	-0.9	1	0.0
- CCCNC(=O)c1cc(C2CCCCN2C(=O)c2cc(C(C)(C)C)nn2C)on1 (stereo unspecified)
  2	0.3	x	-4	x	-1.5	x	8	-0.2
- O=C(NCc1ccc(Cl)cc1)C(=O)NCC1OCCN1S(=O)(=O)c1ccc2c(c1)OCCO2 (stereo unspecified)
  0	-0.4	-2	34	2	0.7	1.2	-6	0.3
- CN(C(=O)c1ccco1)c1nc(CC(=O)Nc2ccccc2)cs1
  -1	i	8	2	3	x	1.3	10	1.4
- COC1OC2COC(c3ccccc3)OC2C(OC(C)=O)C1OC(C)=O (stereo unspecified)
  7	x	-1	6	x	1.2	0.2	-2	0.0
- COc1ccc(N2CCN(C(CNC(=O)C(=O)NC3CCCC3)c3ccco3)CC2)cc1 (stereo unspecified)
  -4	-1.8	-1	-4	x	-1.0	-0.2	-3	1.5
- Cc1nc2sc(C(c3ccccc3)N3CCN(c4ccccc4F)CC3)c(O)n2n1 (stereo unspecified)
  -2	i	6	6	2	x	-0.8	-6	0.7
- Cn1nnnc1SCC(=O)Nc1ccc2c(c1)OCO2
  -5	-0.3	-5	-1	-1	0.8	-0.8	1	-1.6
- CCOC(=O)C(=CNc1ccccc1C)C(=O)OCC
  -4	-0.3	-20	8	3	x	0.5	-2	-0.7
- Cc1cccc(CC(=O)N2CCOCC2)c1
  -4	1.7	-6	3	-3	-0.6	-1.1	-5	-1.5
- COC(=O)c1ccc(NS(=O)(=O)c2c(C)[nH]c(C)c2C(=O)N2CCCC2)cc1
  3	-0.2	-13	-4	1	2.2	-0.8	-5	-1.2
- Cc1c(Br)c(C(=O)NNC(=O)c2ccc(C(C)(C)C)cc2)nn1C
  -4	-0.3	-1	5	-4	1.8	-0.3	10	-0.2
- CCN(CC)CCCNC(=O)c1ccccc1NC(=O)C1=CSCCO1
  -3	0.0	-2	4	-4	0.6	-1.3	-3	-1.8
- Cc1cc(N)n(-c2ccc(S(=O)(=O)c3ccc(C(C)C)cc3)cc2)n1
  0	-0.3	-9	0	3	-0.6	1.4	10	0.7
- CC(=O)N/N=C/c1ccc(OCCOc2ccc(Br)cc2)cc1
  -1	-0.3	x	-5	-2	-1.1	-1.4	7	0.8

# Random excerpt: two records from the list
# Sequence of screens – Anthrax LF inh2	BH1578 lux ind	PriA SSB inh	Y pestis TopoI	SARS 3CLpro inh	TcdB GH inh	PfHsp40 rescue	PrPC surface inh	BoNT A protease
- CCOC(=O)C(=CNc1ccccc1C)C(=O)OCC
  -4	-0.3	-20	8	3	x	0.5	-2	-0.7
- COC(=O)c1ccc(NS(=O)(=O)c2c(C)[nH]c(C)c2C(=O)N2CCCC2)cc1
  3	-0.2	-13	-4	1	2.2	-0.8	-5	-1.2

# (list continues)
# Sequence of screens – Anthrax LF inh2	BH1578 lux ind	PriA SSB inh	Y pestis TopoI	SARS 3CLpro inh	TcdB GH inh	PfHsp40 rescue	PrPC surface inh	BoNT A protease
- O=C(Nc1ccccc1)NN(C(=O)CCl)c1ccccc1
  1	-0.2	9	6	32*	1.5	0.3	-1	-1.4
- OC(COc1ccc2ccccc2c1)Cn1cncn1 (stereo unspecified)
  1	x	-14	6	-3	x	-0.9	14	0.1
- COc1cc(CC(=O)Nc2ccc(Cl)c(C(F)(F)F)c2)cc(OC)c1OC
  0	-0.3	-19	0	9	0.3	0.4	8	0.1
- C/C(=N\Nc1nc2ccc(Cl)cc2o1)c1ccccc1
  x	-0.4	x	-2	-4	0.4	x	3	x
- CCCNC(=O)c1c(N)n(-c2ccc3c(c2)OCO3)c2nc3ccccc3nc12
  -4	-1.3	4	-1	-1	0.4	-0.1	-3	u
- NC(=O)CSc1nnc(-c2ccncc2)n1-c1ccc(Cl)cc1
  -4	-0.3	-20	4	-6	1.1	-2.0	-1	-0.8
- CCOc1ccc(/C=C/[N+](=O)[O-])c2ccccc12
  28	-0.2	12	1	-2	x	0.4	x	47*
- CC1CCN(S(=O)(=O)c2cccc3cccnc23)CC1
  2	-0.2	8	11	5	-0.1	0.1	2	0.0
- N#Cc1nc(-c2cccs2)oc1NCCCN1CCOCC1
  -6	-0.5	-14	7	-1	-0.1	-0.9	-1	-2.5
- CCCn1c(N)c(Sc2ccccc2[N+](=O)[O-])c(=O)n(CCC)c1=O
  12	i	-6	3	-7	1.2	-0.6	-11	-1.8
- COc1cc(OC)cc(C(=O)N[C@H](C(=O)OCC(=O)N2CCN(S(=O)(=O)c3ccc(C)cc3)CC2)C(C)C)c1
  4	i	2	14	x	-1.5	1.2	-7	-1.0
- CC(=O)Oc1ccc(/C=C(\NC(=O)c2ccco2)C(=O)NCc2ccccc2)cc1
  -3	i	-7	1	-3	1.9	-0.2	-10	-3.1
- O=C(COC(=O)/C=C/c1ccccc1)NC1CCCCC1
  4	i	-1	7	x	1.8	-0.5	0	1.1
- COc1ccccc1CN1CC(C(=O)NCc2cc(F)cc(C(F)(F)F)c2)CCC1=O (stereo unspecified)
  -3	-0.4	-3	5	0	-0.8	0.4	6	0.1
- O=C(NC1CC2CCCC(C1)N2C(=S)Nc1ccc(Cl)cc1)C1CC1 (stereo unspecified)
  0	-0.3	0	4	-5	-1.1	-0.2	4	-0.2
- COC(=O)N/N=C/c1cn(Cc2ccc(Cl)cc2Cl)c2ccccc12
  -4	-0.5	x	22	4	1.6	4.5	15	-0.3
- COc1cc(NC(=O)NC2Cc3ccccc3C2)cc(OC)c1
  4	-5.6	-9	3	-1	-0.9	0.3	3	-2.0
- CCOC(=O)c1ccccc1NC(=O)C1COc2ccccc2O1 (stereo unspecified)
  0	0.4	-44	32	1	x	2.0	2	-0.8
- Brc1ccc(-c2nn3c(-c4ccccn4)nnc3s2)o1
  -7	i	93*	1	-1	x	1.3	-7	-2.1
- C(=C\c1ccccc1)/C=N/Nc1nc(N2CCOCC2)nc(N2CCOCC2)n1
  -5	i	x	-3	2	x	-0.3	-2	0.4
- O=C(NCc1ccc(F)cc1)N1CCc2ccccc2C1
  2	-0.4	-4	1	-7	-2.5	-0.3	-8	1.0
- CC1CCN(CC(=O)Nc2ccccc2-c2ccccc2)CC1
  1	-0.5	8	13	-4	1.3	-0.9	-4	0.0
- [O-][n+]1onc2c1CCC1N(O)C(c3ccccc3)CC21O (stereo unspecified)
  -1	-3.3	-9	2	5	x	-1.8	-6	-0.2
- CC1(C(=O)NS(=O)(=O)Cc2cccc(Cl)c2)CCN1C(=O)Cc1cccs1 (stereo unspecified)
  -6	-0.7	x	-1	x	-10	x	5	-0.4
- CCCCN1C(=O)C(=O)N(CC(=O)Nc2sc(CC)cc2C(=O)OCC)C1=O
  4	-1.2	15	13	x	-0.8	0.3	0	-1.4
- CN(/C=C/C(=C\C=[N+](C)c1ccccc1)OCCCS(=O)(=O)[O-])c1ccccc1
  -3	-0.3	x	2	-1	1.1	0.9	-3	-0.6
- O=C1CNC(=S)N1Cc1ccc(F)cc1
  -2	-1.7	6&-13	5	6	x	-1.0	x	-1.1
- O=C(NC1CCC(NC(=O)C(F)(F)C(F)F)CC1)C(F)(F)C(F)F (stereo unspecified)
  1	-2.8	-17	5	5	x	-0.5	4	-0.1
- CC1(C)C(=O)Nc2ccccc2N1C(=O)COC(=O)CNS(=O)(=O)c1ccc(F)c(F)c1F
  2	-0.4	-1	-15	x	1.0	0.0	2	0.1
- Cn1nc(C(C)(C)C)cc1C(=O)NNC(=O)c1cccc(Cl)c1
  -7	i	-12	-3	-5	0.5	0.4	1	3.5
- Cc1c(C)c2ccc(OCC(=O)Nc3nccs3)cc2oc1=O
  -1	i	-4	1	-9	1.3	0.0	3	-1.2
- Cc1cc(C(=O)N/N=C/c2ccc([N+](=O)[O-])cc2)c2ccccc2n1
  2	-0.7	i	-8	2	0.8	0.4	-3	-1.8
- CC(=O)Nc1ccc(OC(=O)N2CCCC2)cc1
  -1	i	-5	3	0	1.7	-1.4	-5	0.6
